zfTRPN1 agonist: agonists of zebrafish TRPN1 channel; HEK293 zebrafish TRPN1-YFP, Fluo-8 calcium fluorescence; 100% = response to 87 µM carbachol; activation, % at 3 µM; 220,000 tested, 0.18% active; AID 1424;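 active = activation above its plate's cutoff, the mean activation of test wells on that plate plus 3 SD, cut at about 19% in these data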;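 also: 0% = DMSO alone and 100% = 87 µM carbachol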
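Material: zebrafish TRPN1-YFP in HEK293 cells; Doses: single test compound dose, 3 µM nominal, 0.3% DMSO; Timing: dye loading 1 h at 37 °C, then 30 min room temperature; Technique: intracellular calcium fluorescence with Fluo-8; Benchmarks: high carbachol 87 µM, low DMSO alone.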
PPC-1+TRAIL kill: PPC-1 cancer cell killing with TRAIL present; PPC-1 cells + TRAIL, ATPLite viability luminescence; 220,000 tested, 0.41% active; cell killing (% activity), % at 4 µM;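 active = cell killing above 50% in the first pass at 4 µM, then a duplicate retest at 5 µM averaging 50% or more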;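 also: plate controls were cells with TRAIL plus DMSO for no effect and medium-only wells lacking cells for full effect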
14-3-3 Bad PPI: disrupts binding of bovine 14-3-3 zeta to phospho-Bad peptide; TR-FRET 14-3-3zeta/Dy647-pBad peptide displacement, 1 h; inhibition, % at 21.7 µM; 220,000 tested, 0.71% active; AID 781;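 active = inhibition above about 70%, limit read from the data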;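 also: 0% = full 14-3-3 plus peptide FRET controls and 100% = background without 14-3-3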
Target sequence (P63103 whole entry, looked up): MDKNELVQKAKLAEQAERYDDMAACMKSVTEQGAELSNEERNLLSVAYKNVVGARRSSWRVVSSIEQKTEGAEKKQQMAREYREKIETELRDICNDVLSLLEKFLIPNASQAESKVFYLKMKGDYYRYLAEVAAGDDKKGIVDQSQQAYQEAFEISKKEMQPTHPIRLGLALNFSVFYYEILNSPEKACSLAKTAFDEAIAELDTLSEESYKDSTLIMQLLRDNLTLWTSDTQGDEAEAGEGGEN
EP2 mod: EP2 receptor (human) modulation. P43116. EP2-expressing cells, cAMP HTRF FRET, PGE2 co-stimulation. induction, % at 25 µM. 260,000 tested, 0.83% active. AID 940;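 active = compounds whose cAMP rise, as percent of the full-agonist control response, exceeds 60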;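 also: rat C6 glioma line stably carrying human EP2 under a CMV promoter; the protocol text gives 20 µM as final concentration; 100% = response of wells given 1 µM PGE2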
CHOP inh: CHOP inhibition in unfolded protein response | inhibition, % at 10 µM | CHO-K1 CHOP-promoter luciferase, tunicamycin-induced, 15-18 h | 220,000 tested, 3.8% active;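 active = compounds that reduced the stress-induced luciferase reporter signal by more than about 70% of percent inhibition, limit read from the data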;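 also: 0% = tunicamycin plus vehicle and 100% = wells without tunicamycin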
PGE2 EP2 inh: EP2 receptor (human) inhibition. C6 glioma cells expressing human EP2, cAMP TR-FRET; cells stimulated with saturating PGE2. 260,000 tested, 0.52% active. inhibition, % at 25 µM. P43116;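 active = percent inhibition above 40 after rounding to a whole number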;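 also: rat C6 glioma host cells with rolipram phosphodiesterase inhibitor present; the protocol text gives 20 µM as final concentration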
NPY-Y1 antag: blocks the human neuropeptide Y Y1 receptor | P25929 | HEK293-CNG Y1 cells, membrane potential fluorescence; NPY at EC95, then isoproterenol | inhibition, % at 3.6 µM | 200,000 tested, 1% active;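 active = inhibition above the campaign mean inhibition of all tested compounds plus 3 SD, cut at about 20% in these data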;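 also: 0% = DMSO wells given NPY plus isoproterenol and 100% = isoproterenol alone without NPY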
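Benchmarks – high control isoproterenol alone, low control NPY with isoproterenol · Material – HEK293 Y1/CNG channel cell line · Times – dye 3 h, compound 60 min room temperature, stimulation 45 min · Probe or stimulus – NPY (25 nM), isoproterenol (1 µM), Ro 20-1724 (25 µM) · Evaluation – % inhibition of NPY effect · Signal – fluorescence, membrane potential probe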
TRPML3 ag: agonists of human TRPML3 channel; HEK293 TRPML3-YFP, Fluo-8 calcium fluorescence; 100% = the carbachol control signal; activation, % at 3 µM; AID 1448; 220,000 tested, 0.29% active;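 active = activation above its plate's cutoff, the mean activation of the plate's test wells plus 3 SD, cut at about 12% in these data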;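 also: 0% = DMSO only wells and 100% = carbachol wells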
Target sequence (Q8TDD5 whole entry, looked up): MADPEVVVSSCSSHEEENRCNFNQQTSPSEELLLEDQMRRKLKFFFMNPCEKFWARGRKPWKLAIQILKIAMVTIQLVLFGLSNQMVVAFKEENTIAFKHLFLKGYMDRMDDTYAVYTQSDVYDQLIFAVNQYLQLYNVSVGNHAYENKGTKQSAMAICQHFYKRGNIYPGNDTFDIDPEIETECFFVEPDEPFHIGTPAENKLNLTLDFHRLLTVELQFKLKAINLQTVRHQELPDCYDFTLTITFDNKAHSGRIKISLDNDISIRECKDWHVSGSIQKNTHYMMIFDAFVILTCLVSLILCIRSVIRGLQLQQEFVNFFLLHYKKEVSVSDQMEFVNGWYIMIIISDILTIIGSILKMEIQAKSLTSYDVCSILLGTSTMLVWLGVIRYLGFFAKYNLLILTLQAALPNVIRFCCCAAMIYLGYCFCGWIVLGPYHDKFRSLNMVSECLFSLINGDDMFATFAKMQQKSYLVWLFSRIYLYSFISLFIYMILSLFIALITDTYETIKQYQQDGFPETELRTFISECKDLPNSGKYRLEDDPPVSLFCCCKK
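Test system – HEK293 line with stable expression of human TRPML3-YFP channel · Control set – carbachol 87 µM final as high control (100%), DMSO as low control (0%) · Signal – Fluo-8 calcium dye fluorescence, ex 470-495, em 515-575 nm · Incubation – 1-h 37 °C dye load, 5-s basal, 120-s post-compound reads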
NPY1 pot ag: potentiators or agonists of human neuropeptide Y receptor Y1; NPY-Y1 expressing cells, potentiator/agonist activation; 220,000 tested, 0.37% active; P25929; activation, % at 3.6 µM; in the data active = activation above about 33%, passing the limit was not always enough;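 also: cells stimulated with NPY at EC10 then isoproterenol at EC100; 0% = low agonist plus stimulus and 100% = saturating agonist plus stimulus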
Active calls of the source: *; & = joins results of further samples; [ ] = dose if it differs, or a comment. A portion of the library; rates above refer to the full screens.

For c1coc(CN2CCN(C(c3cccs3)c3nnnn3C3CCCC3)CC2)c1 (configuration not stated) the results were zfTRPN1 agonist -2.0, PPC-1+TRAIL kill 5, 14-3-3 Bad PPI 77*, EP2 mod 23, CHOP inh 15, PGE2 EP2 inh 18, NPY-Y1 antag 7, TRPML3 ag -1.0 and NPY1 pot ag 6.
COc1cccc2cc(C(C)N(CCCN3CCOCC3)C(=O)Nc3ccc(Cl)cc3)oc12 (configuration not stated) was read as zfTRPN1 agonist 0.3, PPC-1+TRAIL kill -7, 14-3-3 Bad PPI 1[fluorescence artefact?], EP2 mod -13, CHOP inh -1, PGE2 EP2 inh 8, NPY-Y1 antag 4, TRPML3 ag -0.2 and NPY1 pot ag -18.
CC(O)Cc1nsc(NC(=O)c2ccc(Br)o2)n1 (configuration not stated) was read as zfTRPN1 agonist 0.7, PPC-1+TRAIL kill 2, 14-3-3 Bad PPI -4, EP2 mod -1, CHOP inh 20, PGE2 EP2 inh 4, NPY-Y1 antag -6, TRPML3 ag 2.4 and NPY1 pot ag 2.
For CC(=O)c1ccc(N2CCN(C(C)C(=O)NC3CCCc4ccccc43)CC2)cc1 (configuration not stated) the results were zfTRPN1 agonist 0.0, PPC-1+TRAIL kill -5, 14-3-3 Bad PPI -9, EP2 mod 5, CHOP inh 17, PGE2 EP2 inh 6, NPY-Y1 antag 3, TRPML3 ag 0.8 and NPY1 pot ag 5.
`S=C(NCCN1CCOCC1)Nc1cccc(Cl)c1` gave zfTRPN1 agonist 0.0, PPC-1+TRAIL kill 7, 14-3-3 Bad PPI -7, EP2 mod 5, CHOP inh 21, PGE2 EP2 inh 7, NPY-Y1 antag -2, TRPML3 ag -0.6 and NPY1 pot ag -19.
For CCOc1cc(CNC(=O)CN2C(=O)c3ccccc3S2(=O)=O)ccc1OC the results were zfTRPN1 agonist -0.8, PPC-1+TRAIL kill 33, 14-3-3 Bad PPI 2, EP2 mod 13, CHOP inh 37, PGE2 EP2 inh 5, NPY-Y1 antag -5, TRPML3 ag 0.4 and NPY1 pot ag 15.
COc1ccc(/C=C2\SC(=S)N(CCC(=O)NC3=NCCS3)C2=O)cc1OC was read as zfTRPN1 agonist 0.7, PPC-1+TRAIL kill -5, 14-3-3 Bad PPI 16, EP2 mod -5&28, CHOP inh 51, PGE2 EP2 inh 8&12, NPY-Y1 antag 1, TRPML3 ag 0.5 and NPY1 pot ag 3.
`NS(=O)(=O)c1ccc(CCNC(=O)C2CCN(S(=O)(=O)c3ccc(Br)s3)CC2)cc1` gave zfTRPN1 agonist 1.9, PPC-1+TRAIL kill 16, 14-3-3 Bad PPI -12, EP2 mod -8, CHOP inh 6, PGE2 EP2 inh 12, NPY-Y1 antag -1, TRPML3 ag 0.4 and NPY1 pot ag -5.
For Cc1nn(C)c(C)c1Sc1ccccc1N the results were zfTRPN1 agonist 0.6, PPC-1+TRAIL kill -7, 14-3-3 Bad PPI -24, EP2 mod 0, CHOP inh 5, PGE2 EP2 inh 5, NPY-Y1 antag -1, TRPML3 ag 0.9 and NPY1 pot ag 4.
Screening CCOC(=O)c1c(NC(=O)c2cccnc2Cl)sc(C(=O)N(C)C)c1C returned zfTRPN1 agonist 0.1, PPC-1+TRAIL kill 20, 14-3-3 Bad PPI 6[fluorescence artefact?], EP2 mod 10, CHOP inh 0, PGE2 EP2 inh 10, NPY-Y1 antag 3, TRPML3 ag 0.3 and NPY1 pot ag -24.
For Cc1ccc(-n2nnc3c(=O)n(CC(=O)N4CCCC4)cnc32)cc1 the results were zfTRPN1 agonist -0.4, PPC-1+TRAIL kill -1, 14-3-3 Bad PPI -5, EP2 mod 47, CHOP inh 13, PGE2 EP2 inh 7, NPY-Y1 antag 3, TRPML3 ag 0.2 and NPY1 pot ag 0.
`O=C(Nc1c(-c2cccs2)nc2ccccn12)c1ccccc1F` gave zfTRPN1 agonist 0.5, PPC-1+TRAIL kill -3, 14-3-3 Bad PPI 2, EP2 mod 0, CHOP inh 5, PGE2 EP2 inh 10, NPY-Y1 antag 0, TRPML3 ag 0.4 and NPY1 pot ag -2.
`O=C(Cc1nc2ccccc2[nH]c1=O)c1ccccc1` gave zfTRPN1 agonist 0.1, PPC-1+TRAIL kill 26, 14-3-3 Bad PPI -4, EP2 mod -7, CHOP inh 5, PGE2 EP2 inh 8, NPY-Y1 antag -2, TRPML3 ag 1.2 and NPY1 pot ag 15.
O=C(CN(Cc1ccco1)C(=O)CNS(=O)(=O)c1ccccc1)NC1CCCCC1 was read as zfTRPN1 agonist -0.3, PPC-1+TRAIL kill -8, 14-3-3 Bad PPI -3, EP2 mod 5, CHOP inh 38, PGE2 EP2 inh 7, NPY-Y1 antag -1, TRPML3 ag -0.2 and NPY1 pot ag 8.
For COC(=O)c1cc2ccsc2n1CC(=O)N1CCCc2ccccc21 the results were zfTRPN1 agonist -1.5, PPC-1+TRAIL kill 18, 14-3-3 Bad PPI 4, EP2 mod 16, CHOP inh 10, PGE2 EP2 inh 5, NPY-Y1 antag 1, TRPML3 ag 0.0 and NPY1 pot ag 18.
Cc1cccc(NC(=O)CN(C)S(=O)(=O)c2cccc3cccnc23)c1C was read as zfTRPN1 agonist 0.1, PPC-1+TRAIL kill 5, 14-3-3 Bad PPI 0, EP2 mod -55, CHOP inh 4, PGE2 EP2 inh 2, TRPML3 ag 0.2 and NPY1 pot ag 13.
Nc1nc(SCc2ccc([N+](=O)[O-])cc2)c2ncn(C3OC(CO)C(O)C3O)c2n1 (configuration not stated) was read as zfTRPN1 agonist -0.6, PPC-1+TRAIL kill 9, 14-3-3 Bad PPI 12, EP2 mod -3, CHOP inh 6, PGE2 EP2 inh 10, NPY-Y1 antag 2, TRPML3 ag 0.5 and NPY1 pot ag -25.
CN(CC(=O)NCc1cccnc1)S(=O)(=O)c1ccc2c(c1)c(=O)n(C)c(=O)n2C was read as zfTRPN1 agonist 1.4, PPC-1+TRAIL kill 10, 14-3-3 Bad PPI -3, EP2 mod 18, CHOP inh 21, PGE2 EP2 inh 9, NPY-Y1 antag 4, TRPML3 ag 0.4 and NPY1 pot ag 5.
For CCOc1cc(/C=C(\C#N)C(N)=O)ccc1OS(=O)(=O)c1ccccc1 the results were zfTRPN1 agonist -0.8, PPC-1+TRAIL kill 15, 14-3-3 Bad PPI -14, EP2 mod -11, CHOP inh 18, PGE2 EP2 inh 10, NPY-Y1 antag 0, TRPML3 ag 1.3 and NPY1 pot ag 32.
Screening Cc1ccc(COc2cccc3c2CCN(Cc2ccc(F)cc2)C3=O)cc1 returned zfTRPN1 agonist 0.1, PPC-1+TRAIL kill 15, 14-3-3 Bad PPI 4, EP2 mod 27, CHOP inh 55, PGE2 EP2 inh 9, NPY-Y1 antag 5, TRPML3 ag 1.2 and NPY1 pot ag 16.
Screening Cc1ccc(-c2cc(C(F)(F)F)n3nc(C(=O)NCCCn4ccnc4)cc3n2)cc1C returned zfTRPN1 agonist 0.1, PPC-1+TRAIL kill 7, 14-3-3 Bad PPI 9, EP2 mod -10, CHOP inh -165, PGE2 EP2 inh 11, NPY-Y1 antag 5, TRPML3 ag -0.8 and NPY1 pot ag 1.
Screening COc1ccc(C(=O)CSc2nnc(CN3CCCCC3)n2-c2ccc(Cl)cc2)cc1OC returned zfTRPN1 agonist 8.6, PPC-1+TRAIL kill 24, 14-3-3 Bad PPI -16[fluorescence artefact?], EP2 mod 14, CHOP inh 22, PGE2 EP2 inh 7, NPY-Y1 antag 6, TRPML3 ag 5.7 and NPY1 pot ag 20.
Screening O=C(CSc1ncn(-c2ccccc2)n1)Nc1nc2ccccc2s1 returned zfTRPN1 agonist -0.8, PPC-1+TRAIL kill 11, 14-3-3 Bad PPI 0, EP2 mod -26, CHOP inh 20, PGE2 EP2 inh 7, NPY-Y1 antag 5, TRPML3 ag -0.9 and NPY1 pot ag -47.
For Cc1cc2cc(CCNC(=O)c3ccc(Br)o3)c(=O)[nH]c2cc1C the results were zfTRPN1 agonist -0.3, PPC-1+TRAIL kill 21, 14-3-3 Bad PPI 14, EP2 mod -25, CHOP inh 5, PGE2 EP2 inh 10, NPY-Y1 antag 6, TRPML3 ag 0.4 and NPY1 pot ag -23.
c1ccc(-n2nnnc2-n2ccnc2)cc1 was read as zfTRPN1 agonist 0.2, PPC-1+TRAIL kill 2, 14-3-3 Bad PPI -9, EP2 mod 24, CHOP inh 5, PGE2 EP2 inh 1, NPY-Y1 antag -7, TRPML3 ag 1.0 and NPY1 pot ag 3.
For O=C(COc1cccnc1[N+](=O)[O-])NCCc1ccc(Cl)cc1Cl the results were zfTRPN1 agonist -1.0, PPC-1+TRAIL kill 0, 14-3-3 Bad PPI -7, EP2 mod -18, CHOP inh 14, PGE2 EP2 inh 5, NPY-Y1 antag 3, TRPML3 ag -1.0 and NPY1 pot ag 11.
`Cc1ccc(Cl)cc1N1CCN(C(=S)NCCc2ccccc2)CC1` gave zfTRPN1 agonist -0.1, PPC-1+TRAIL kill 9, 14-3-3 Bad PPI -13, EP2 mod -6, CHOP inh 16, PGE2 EP2 inh 4, NPY-Y1 antag 8, TRPML3 ag 0.6 and NPY1 pot ag 4.
Screening CC1=C(C)CC(C(=O)Nc2ccc(C(=O)N3CCOCC3)cc2)C(C(=O)O)C1 (configuration not stated) returned zfTRPN1 agonist -0.1, PPC-1+TRAIL kill 3, 14-3-3 Bad PPI -6, EP2 mod -8, CHOP inh 0, PGE2 EP2 inh 5, NPY-Y1 antag -1, TRPML3 ag 1.2 and NPY1 pot ag 8.
COc1ccccc1CNC(=O)c1ccc(OC(C)C)cc1 was read as zfTRPN1 agonist -1.1, PPC-1+TRAIL kill 9, 14-3-3 Bad PPI -8, EP2 mod -6, CHOP inh 9, PGE2 EP2 inh 5, NPY-Y1 antag -2, TRPML3 ag -0.5 and NPY1 pot ag 11.
COc1ccc(CNC(=O)CSc2nnc(C)c(=O)[nH]2)cc1 was read as zfTRPN1 agonist -1.6, PPC-1+TRAIL kill 9, 14-3-3 Bad PPI 0, EP2 mod 0, CHOP inh 9, PGE2 EP2 inh 11, TRPML3 ag -0.6 and NPY1 pot ag 9.
Cc1ccc(C(=O)NC(=S)Nc2ccc(-c3ccc(CO)o3)cc2)cc1 was read as zfTRPN1 agonist -0.4, PPC-1+TRAIL kill 0, 14-3-3 Bad PPI -11, EP2 mod -46, CHOP inh -9, PGE2 EP2 inh 16, NPY-Y1 antag 4, TRPML3 ag -0.1 and NPY1 pot ag -19.
Screening O=C(NC1CCCCC1)C1CCCN(S(=O)(=O)c2cccc3cccnc23)C1 (configuration not stated) returned zfTRPN1 agonist 0.6, PPC-1+TRAIL kill -3, 14-3-3 Bad PPI -4, EP2 mod 4, CHOP inh 15, PGE2 EP2 inh 1, TRPML3 ag 0.3 and NPY1 pot ag -12.
